Mcl1 Noxa PPI: disrupts binding of human Mcl-1 to Noxa peptide | TR-FRET Mcl-1/Noxa peptide binding, 2 h | inhibition, % at 21.7 µM | 220,000 compounds, 1.5% hits | Q07820 | AID 1022;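 active = compounds that cut the protein-peptide binding signal by more than 50% relative to plate controls in a single-dose test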;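 also: His-tagged Mcl-1 with rhodamine Noxa BH3 peptide and terbium anti-His antibody; 0% = Mcl-1 plus Noxa peptide wells and 100% = peptide-only wells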
Target sequence (Q07820 whole entry, looked up): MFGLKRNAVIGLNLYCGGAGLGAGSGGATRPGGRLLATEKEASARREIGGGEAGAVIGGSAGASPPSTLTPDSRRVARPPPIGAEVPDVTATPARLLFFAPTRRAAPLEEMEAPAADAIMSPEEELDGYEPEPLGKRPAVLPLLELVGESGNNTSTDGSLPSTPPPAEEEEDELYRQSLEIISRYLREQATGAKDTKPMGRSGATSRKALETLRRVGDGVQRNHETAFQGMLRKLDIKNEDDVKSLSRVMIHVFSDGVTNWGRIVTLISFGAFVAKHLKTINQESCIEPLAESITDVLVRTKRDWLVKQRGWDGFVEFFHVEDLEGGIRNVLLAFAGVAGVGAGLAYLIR
Rab2A wt mod: changes GTP binding to wildtype dog Rab2A, up or down; P61105; GST-Rab2 wt beads, Bodipy-GTP binding, flow cytometry; GTP binding activity, % at 10 µM; 190,000 compounds, 0.19% hits; AID 760;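 active = GTP binding activity at least 20 points away from 100%, either lowered or raised; inconclusive = signal likely due to the compound's own green fluorescence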;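 also: 0% = beads with excess unlabeled GTP and 100% = no-compound control corrected for plate trend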
HRas wt GTP: modulators of GTP binding to human HRas wildtype. AID 759. 190,000 compounds, 0.14% hits. GST-Ras wt beads, Bodipy-FL-GTP binding, flow cytometry; actives lie on both sides. GTP binding activity, % at 10 µM;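 active = GTP binding activity at least 20% away from the 100% baseline, either lowered as inhibitor or raised as activator; inconclusive = flagged as likely green fluorescent, judged across all proteins in the well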;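 also: 0% = unlabeled GTP competition control and 100% = no-compound control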
Target sequence (P01112 whole entry, looked up): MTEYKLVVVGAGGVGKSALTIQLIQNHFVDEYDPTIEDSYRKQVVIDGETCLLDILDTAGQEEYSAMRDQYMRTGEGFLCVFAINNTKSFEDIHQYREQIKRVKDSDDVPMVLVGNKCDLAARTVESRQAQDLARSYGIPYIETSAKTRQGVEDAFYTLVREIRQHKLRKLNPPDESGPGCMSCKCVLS
Rac1 act GTP bind: alters GTP binding to activated mutant human Rac1; GST-Rac1 activated beads, fluorescent GTP binding, flow cytometry; actives lie on both sides; 100% means binding = to untreated wells; P63000; percent activity (GTP binding), % at 10 µM; 190,000 compounds, 0.11% hits; AID 764;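 active = GTP binding at least 20 percentage points away from the 100% baseline, in either direction, so actives lie on both sides; inconclusive = Compound likely fluorescent itself, or too few beads counted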
Pf gamet viab: P. falciparum stage V gametocyte viability inhibition; P. falciparum stage V gametocytes, ATP luminescence, 24 h; inhibition, % at 10.9 µM; 150,000 compounds, 0.065% hits;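 active = inhibition above the mean plus 3 SD of compounds within the control limits, set per campaign, cut at about 38% in these data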;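 also: 0% = DMSO wells and 100% = medium only without gametocytes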
Avidin fluor: compound fluoresces at 488/530 nm on avidin beads; compound fluorescence 488/530 nm, flow cytometry; active compounds read high; fluorescence (KMESF) at 10 µM; 220,000 compounds, 0.38% hits; in the data active = fluorescence above about 47; also: inactives centre near 10
Mcl1-Bid inh: disrupts binding of human Mcl-1 to Bid peptide. Q07820. TR-FRET Mcl-1/Bid-Dy647 peptide binding, 1536-well. inhibition, % at 21.7 µM. 220,000 compounds, 0.97% hits. AID 1021;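 active = compounds that cut the binding signal by more than half at the single screening dose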;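 also: His-tagged Mcl-1 with europium anti-His antibody binding Bid BH3 peptide; 0% = Mcl-1 plus peptide wells and 100% = peptide-only wells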
Bim-Mcl-1: inhibitors of Bim-Mcl-1 interaction, human; Bead-based flow cytometry, Bim peptide-Mcl-1 binding; inhibition, % at 10 µM; Q07820; AID 1009; 190,000 compounds, 0.1% hits; in the data active = inhibition above about 40%;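 also: 0% = no compound tracer wells and 100% = peptide blocker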
Rab7 wt GTP bind: modulators of GTP binding to dog Rab7 wildtype GTPase. GST-Rab7 beads, fluorescent GTP binding, flow cytometry; actives lie on both sides; untreated = 100%, excess cold GTP = 0%. GTP binding activity (percent of control), % at 10 µM. 190,000 compounds, 0.055% hits;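 active = fluorescent GTP binding to Rab7 beads changed by at least 20 points from the 100% baseline, either direction, mostly lower; inconclusive = compound itself probably fluorescent, or too few beads counted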;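 also: median green fluorescence of bound Bodipy-FL-GTP per Rab7 bead population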
Cdc42 wt GTP: changes GTP binding to wildtype human Cdc42. P60953. GST-Cdc42 beads, Bodipy-GTP binding, flow cytometry; actives lie on both sides. percent activity (GTP binding), % at 10 µM. 190,000 compounds, 0.2% hits. AID 761;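 active = percent activity GTP binding at least 20 points away from the 100% baseline, either down as inhibitor or up as activator; inconclusive = compound flagged as likely green fluorescent from well-wide comparison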;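 also: median bead fluorescence of bound Bodipy-FL-GTP at 100 nM; 0% = excess unlabeled GTP control and 100% = no compound control; below 100% means less GTP binding so inhibitor and above means activator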
Target sequence (P60953 whole entry, looked up): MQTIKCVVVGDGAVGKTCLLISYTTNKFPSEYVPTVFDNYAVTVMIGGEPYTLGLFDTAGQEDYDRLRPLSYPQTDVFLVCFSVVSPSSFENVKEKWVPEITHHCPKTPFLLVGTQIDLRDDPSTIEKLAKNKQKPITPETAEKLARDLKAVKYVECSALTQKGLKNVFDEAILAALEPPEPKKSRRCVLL
Rac1 wt modul: alters GTP binding to wildtype human Rac1 | P63000 | GST-Rac1 beads, fluorescent GTP binding, flow cytometry; actives lie on both sides; 0 = cold GTP competed, 100 = untreated | GTP binding activity (% of control), % at 10 µM | 190,000 compounds, 0.27% hits;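 active = GTP binding activity at least 20 points away from the 100% control level, either lower or higher; inconclusive = compound flagged as likely green fluorescent, judged across all proteins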
The depositor's hits bear a star; ? = inconclusive; · = not tested or not shown; & = joins results of further samples.

SMILES	Mcl1 Noxa PPI	Rab2A wt mod	HRas wt GTP	Rac1 act GTP bind	Pf gamet viab	Avidin fluor	Mcl1-Bid inh	Bim-Mcl-1	Rab7 wt GTP bind	Cdc42 wt GTP	Rac1 wt modul
O=C(Nc1ccc(F)cc1F)c1csc(-c2ccncc2)n1	3	90	92	89	25	11	2	3	98	86	89
CCOC(=O)C1=C(N)N(c2ccccc2Oc2ccccc2)C(=O)C1	2	97	98	96	-15	20	-122	0	99	99	98
CCOC(=O)c1c(-c2ccc(C)o2)csc1NC(=S)NC(=O)c1ccccc1Br	32	98	102	96	6	10	-20	0	98	97	104
CC(=O)Nc1ccc(NC(=O)CSc2ccc(C(F)(F)F)cc2[N+](=O)[O-])cc1	9	99	99	98	-2	7	-19	-7	100	103	101
CCCOn1nnnc1-c1ccccc1	10	100	97	97	·	35	4	0	102	100	102
CCOc1[nH]n(-c2ccccc2)c(=O)c1C=Nc1ccc(Cl)cc1	24	100	100	99	0	7	-4	-1	100	101	102
COc1cc([N+](=O)[O-])ccc1NC(=O)CC(C)C	18	98	98	99	10	2	23	1	100	98	102
CCc1cc(C(=O)N2CCc3c([nH]c4ccccc34)C2c2ccc(OC)cc2F)no1 (centres undefined)	-2	98	99	97	·	22	-27	-1	100	97	98
CC(=O)Nc1ccc(S(=O)(=O)N2CCN(Cc3ccccc3[N+](=O)[O-])CC2)cc1	-16	95	97	95	·	21	-20	-1	103	93	97
Cc1cccc(Nc2nc3c(c(=O)n(C)c(=O)n3C)n2Cc2ccccc2)c1	18	95	96	96	·	24	-12	-5	97	95	97
C=CCSc1nc(N)c2c(C)c(C)sc2n1	13	106	106	99	-5	11	-7	39	102	106	106
COc1ccc(OC)c(C(=O)c2coc3ccc(OC(C)=O)cc23)c1	-1	100	101	97	·	3	-1	0	103	102	103
Cc1cc(C)cc(NC(=O)c2ccc3nc[nH]c3c2)c1	2	96	98	100	2	7	-33	1	97	97	96
O=C(CSc1nnnn1-c1ccc2c(c1)OCO2)NCc1cccs1	1	106	104	101	-19	11	-22	-5	102	104	101
CC1=NNC(=O)/C1=C\c1cn(-c2ccccc2)nc1-c1ccc(F)cc1	7	93	94	94	·	7	41	-54	98	90	97
O=C(NCCc1ccccc1)C1CCN(S(=O)(=O)c2ccc(Br)s2)CC1	9	96	99	99	18	11	-4	0	97	99	105
c1ccc(-c2csc3ncnc(NCC4COc5ccccc5O4)c23)cc1 (centres undefined)	31	98	99	100	6	7	-5	-3	97	98	107
CCOC(=O)N1CCC(n2c(SCC(=O)NCCc3ccc(S(N)(=O)=O)cc3)nc3ccccc3c2=O)CC1	-3	98	95	96	10	10	6	0	93	96	97
COc1ccc(NC(=O)COC(=O)c2cnccn2)cc1Cl	-1	100	101	101	·	5	-42	0	100	102	104
COc1ccc(-c2c(C)n([O-])c(C)c(C)[n+]2=O)cc1	10	101	100	101	-12	13	6	0	101	102	105

Reprinted at random: 2 compounds from above.
SMILES	Mcl1 Noxa PPI	Rab2A wt mod	HRas wt GTP	Rac1 act GTP bind	Pf gamet viab	Avidin fluor	Mcl1-Bid inh	Bim-Mcl-1	Rab7 wt GTP bind	Cdc42 wt GTP	Rac1 wt modul
O=C(NCCc1ccccc1)C1CCN(S(=O)(=O)c2ccc(Br)s2)CC1	9	96	99	99	18	11	-4	0	97	99	105
Cc1cc(C)cc(NC(=O)c2ccc3nc[nH]c3c2)c1	2	96	98	100	2	7	-33	1	97	97	96

Going on with the list:
SMILES	Mcl1 Noxa PPI	Rab2A wt mod	HRas wt GTP	Rac1 act GTP bind	Pf gamet viab	Avidin fluor	Mcl1-Bid inh	Bim-Mcl-1	Rab7 wt GTP bind	Cdc42 wt GTP	Rac1 wt modul
COc1ccc(Oc2cnn(-c3ccccc3)c(=O)c2Br)cc1	-7	97	96	95	-13	10	0	0	103	94	94
O=C(O)c1cccnc1Oc1ccccc1	0	98	98	97	7	25	3	-1	102	100	101
Cc1cc(Br)cn2cc(C(=O)O)nc12	12	99	98	102	-15	9	-27	0	98	100	97
COc1ccc(OCC(=O)Nn2c(-c3cccc(OC)c3)nc3ccccc3c2=O)cc1	11	94	96	92	10	13	-3	-1	94	93	97
CCn1c(CCNC(=O)c2ccc(Cl)c(Cl)c2)nnc1SCCOc1ccc(OC)cc1	5	95	98	96	·	12	-21	0	98	98	99
O=c1cc(N2CCc3ccccc32)[nH]c(=O)n1-c1ccccc1	7	93	94	90	·	23	-25	-3	96	95	99
Cc1ccc(-n2c(CCc3ccccc3)nnc2SCC(=O)NCc2ccccc2)cc1C	10	99	102	99	·	11	-18	-4	100	103	105
COc1ccc(OC)c(NC(=O)c2ccc(CSc3ncccn3)cc2)c1	8	99	97	96	·	12	-27	-3	101	96	96
O=C(Nc1nccs1)c1cc2c(s1)-c1ccccc1OC2	15	99	101	99	·	8	-15	0	104	103	101
CN(C)S(=O)(=O)c1ccc(C(=O)Nc2ccc(F)cc2F)cc1	8	102	104	99	·	8	-2	0	105	101	110
C/C(=N\NC(=O)COc1ccc(C#N)cc1)c1ccccc1OC(F)F	-1	102	100	99	15	3	-13	49*	100	102	102
O=C(COC(=O)c1ccc(Cl)c(S(=O)(=O)N2CCCCCC2)c1)Nc1ccccc1	2	99	98	99	21	2	-29	0	103	103	105
O=C(NCCc1ccncc1)C12CC3CC(CC(C3)C1)C2	-5	103	104	101	-21	12	-9	0	107	106	106
Cc1cc(OCC(=O)Nc2ccc3oc(-c4ccncc4)nc3c2)ccc1Cl	23	108	107	100	-2	17	-16	-5	106	107	106
CC(C)OC(=O)CSc1nnc(CNc2nc(-c3ccccc3)cs2)n1C	-14	99	101	99	-1	8	-58	6	102	100	101
Cc1ccc(-n2cc(CN(C)Cc3nccn3C)c(-c3ccc(F)cc3)n2)cc1	14	94	96	97	11	10	-7	-1	98	95	103
N#CCSc1nc(Nc2ccc3c(c2)OCO3)c2ccccc2n1	38	97	97	94	·	21	-15	2	97	96	96
CC(=O)c1cn(CC(=O)Nc2ccccc2)c2ccccc12	7	98	97	96	18	1	4	4	95	95	95
Cc1cc(-c2ccco2)n2c(nc3ccccc32)c1C#N	-9	94	96	95	-3	32	96*	0	97	97	98
COc1ccc(NC(=O)Cn2nnc(-c3ccccc3F)n2)cc1Cl	7	95	99	95	·	10	-5	0	94	99	101
CC(=O)Nc1ccc(C(=O)OCC(=O)N(C)C2CCCCC2)cc1	-1	97	96	96	7	12	-8	-1	105	94	98
N#Cc1cc2c(nc1SCC(O)CS(=O)(=O)Cc1ccccc1)CCCC2 (centres undefined)	0	102	101	101	-21	30	8	2	101	101	107
O=C(c1ccccc1Oc1ccc(C(F)(F)F)cc1[N+](=O)[O-])N1CCOCC1	5	98	102	100	6	15	-10	0	98	103	106
CC(NS(=O)(=O)c1ccc(Cl)cc1)C(=O)NCCC1=CCCCC1 (centres undefined)	12	102	99	96	24	9	-45	0	107	101	101
CCCS(=O)(=O)C(=C1Nc2ccccc2N1)S(=O)(=O)CCC	4	103	105	102	·	21	9	-1	101	106	110
CCCCCCC1/C(=N/O)CCC1C(=O)OC (centres undefined)	4	101	100	101	·	3	0	-5	99	101	104
CSc1nsc(SC)c1NC(=O)OC1CCCCC1	13	31*	39*	33*	·	13	-5	-2	20*	35*	30*
O=C(NN=C1CCCCCCCCCCC1)c1ccncc1	-18	97	96	96	15	10	-3	0	98	96	99
Cc1ccc(N(C(=O)c2ccc(S(=O)(=O)N3CCOCC3)cc2)C2C=CS(=O)(=O)C2)cc1C (centres undefined)	13	94	96	96	2	10	-15	-4	100	101	98
CCCCC(=O)NC1(C(F)(F)F)C(=O)N(Cc2ccco2)C(C)=C1C(=O)OC (centres undefined)	4	100	100	93	·	12	-23	0	101	97	99
COc1ccc(Cc2nc3ccccc3n2C)cc1	5	98	98	95	2	4	-16	0	96	96	100
Nc1nnc(-c2cccnc2)s1	-3&0	104	101	99	-11	11&4	-15&-18	0	102	102	106
CCOC(=O)C1CCN(C(=O)COC(=O)c2cccc(F)c2)CC1	10	100	102	98	-1	24	-2	0	104	99	99
O=C(CNC(=O)c1cccs1)OCC(=O)c1ccccc1	-1	98	101	98	-27	6	-3	2	97	102	102
C(=N\Nc1nc(Nc2ccccc2)nc(Nc2ccccc2)n1)/c1cccnc1	5	?	?	?	16	10	-10	0	?	?	?
Cc1nn(C)c(C)c1CNC(=O)c1nn2c(c1Cl)NC(c1cccs1)CC2C(F)(F)F (centres undefined)	13	104	104	102	-13	11	-20	-6	98	105	103
COc1ccc(C2=NN(c3ccccc3)C(c3cn(CCC(=O)O)nc3-c3ccccc3)C2)cc1 (centres undefined)	19	93	95	91	·	12	-15	-2	102	88	94
CC(NCc1cccs1)C(=O)NC1CCCCC1 (centres undefined)	21	95	96	96	1	20	19	-2	98	94	96
COc1cccc(N(C(=O)c2nc3nccc(C)n3n2)c2nc3ccccc3s2)c1	27	99	98	99	10	5	-54	0	96	102	102
CCCCn1c(=O)c(Cc2ccccc2)c(O)c2ccccc21	3	93	94	94	-4	26	-4	3	93	91	94
CCOc1ccc(OCC)c(NC(=O)Nc2ccc3c(c2)N(C)C(=O)CS3)c1	30	99	97	94	·	5	-4	0	95	100	94
CC(=O)Nc1ccc(NC(=O)c2ccc([N+](=O)[O-])cc2Cl)cc1	-1	100	97	100	·	12	7	0	98	99	101
CCn1c(SCC(=O)c2cc(OC)ccc2OC)nnc1C(C)C	8	102	102	99	·	10	-22	-3	100	101	108
Cc1ccc(-c2c(C)n([O-])c3c([n+]2=O)CCC3)cc1	14	100	103	100	·	3	-11	-4	102	98	106
CC(=O)NC(O)C(=O)c1ccco1 (centres undefined)	7	98	102	93	-5	16	-19	-1	99	101	97
COc1ccc(C2=[N+](C)CCn3cccc32)c(OC)c1	26	101	101	100	·	16	-53	-2	105	104	102
COc1ccc2c(c1)C(c1cccs1)=NNC(c1ccncc1)=N2	6	95	97	95	·	7	2	0	96	100	99
c1cc2c(cc1C1CCCCC1)c1c3n2CCCNC3CCC1 (centres undefined)	32	99	99	100	·	5	-4	-2	100	98	101
C=CCNC(=O)CSc1ccc(Cl)cc1	20	106	106	102	·	7	-4	-2	104	112	110
COc1ccc(C(=O)COC(=O)C(CC(C)C)N2C(=O)c3ccccc3C2=O)cc1 (centres undefined)	-6	94	96	94	·	6	-5	-13	96	93	100
CN(C1CCCC1)C1CCN(C(=O)CNC(=O)/C=C/c2cccc(C(F)(F)F)c2)CC1	0	97	96	96	·	8	-11	0	95	98	99
Cc1ccccc1C1=NC(C(F)(F)F)(C(F)(F)F)c2c(n(-c3ccc(F)cc3)c(=O)[nH]c2=O)N1	0	98	98	99	-5	4	-19	-4	102	100	102
COc1ccc(OC)c(S(=O)(=O)Nc2ccccc2C(F)(F)F)c1	-3	99	101	99	15	17	-9	-4	98	101	106
